NCI-60 one-dose screen, 48 h, at 10 µM unless noted. Numbers give growth in % (100 = growth as untreated, 0 = no growth, -100 = all killed).
UACC-257: UACC-257 melanoma | 78,000 compounds, 4.4% hits | AID 1794764
EKVX: EKVX NSCLC. 71,000 compounds, 3% hits. AID 1794765
UACC-62: UACC-62 melanoma; 81,000 compounds, 5.4% hits; AID 1794756
HOP-92: HOP-92 NSCLC cells | 71,000 compounds, 6.3% hits | AID 1794738
A549/ATCC: A549/ATCC NSCLC | 81,000 compounds, 3.7% hits
SK-MEL-5: SK-MEL-5 melanoma; 80,000 compounds, 6.4% hits
M14: M14 melanoma; AID 1794745; 80,000 compounds, 6.2% hits
SK-MEL-28: SK-MEL-28 melanoma; 81,000 compounds, 4.1% hits
An asterisk follows results filed as active; . = not tested or not shown; & = joins results of further samples. The calls were made as follows: active = growth percent below 10; inactive = the rest. Some of the compounds tested; rates above refer to the full screens.

Screens in order: A549/ATCC	M14	EKVX	HOP-92	UACC-62	SK-MEL-5	SK-MEL-28	UACC-257
CN(C)CCCN1c2ccccc2Sc2ccccc21
    104&97	103&93	121&92	63&70	86	89&87	91&99	75&110
CCC(=O)O[C@]1(C(=O)SCF)[C@H](C)CC2C3CC(F)C4=CC(=O)C=C[C@]4(C)C3(F)[C@@H](O)C[C@@]21C (stereo not given in full)
    67	101	73	79	98	92	113	99
CC(=O)NCCCCCC(=O)O
    100	109	102	104	100	97	112	98
COc1ccc(-c2cc(=O)c3c(O)cc(O[C@@H]4O[C@H](CO[C@H]5O[C@H](C)[C@@H](O)[C@H](O)[C@@H]5O)[C@@H](O)[C@H](O)[C@H]4O)cc3o2)cc1O
    .	110	82	95	94	101	110	.
Nc1nnc(-c2c[nH]c3ccc(F)cc23)c(-c2c[nH]c3ccc(F)cc23)n1
    92	102	82	135	96	95	101	109
COc1cc(OC)c2c(=O)[nH]c(-c3cc(C)c(OCCO)c(C)c3)nc2c1
    96	87	.	53	84	100	96	83
Cc1nnc(NS(=O)(=O)c2ccc(N)cc2)s1
    100	111	92	.	.	102	114	99
COc1ccc(C2NC(=S)NC(C)=C2C(=O)Nc2ccc(S(N)(=O)=O)cc2)cc1OC (stereo not given)
    112	108	104	128	99	100	112	117
CCCCCCCCO
    100	105	.	107	108	.	112	101
[2H]c1nc(Nc2ncc(F)c(-c3cc(F)c4nc(C)n(C(C)C)c4c3)n2)c([2H])c([2H])c1CN1CCN(CC)CC1
    36	46	55	59	63	27	60	72

Later entries:
Screens in order: A549/ATCC	M14	EKVX	HOP-92	UACC-62	SK-MEL-5	SK-MEL-28	UACC-257
CC1CCC(C(C)C)C(OC(=O)c2ccccc2O)C1 (stereo not given)
    111	105	114	100	.	109	116	108
O=C(/C=C/c1ccc(Cl)nc1)c1ccc(Cl)c(Cl)c1
    86	101	99	117	81	99	109	99
CC1(C)OC(=O)C(OCC2CC2)=C1c1ccc(S(C)(=O)=O)cc1
    106	103	95	.	95	.	123	120
NC(=O)CC(N)C(=O)O (stereo not given)
    107	102	122	99	91	92	112	103
CNC(=O)c1cc(Oc2ccc(NC(=O)Nc3cc(C(C)(C)C)nn3-c3ccc4ncccc4c3)c(F)c2)ccn1
    -16*	-71*	-17*	-11*	-52*	-83*	-46*	-24*
CC1(O)CC(c2nc(-c3ccc4ccc(-c5ccccc5)nc4c3)c3c(N)nccn23)C1 (stereo not given)
    33	43	59	-13*	40	15	41	26
CNC(=O)c1cccc2cc(Oc3ccnc4cc(OCC5(N)CC5)c(OC)cc34)ccc12
    57	56	84	65	82	76	87	90
Cn1cc(-c2nnc(-c3cn(C)c4ncccc34)s2)c2cc(Br)ccc21
    107	100	81	103	95	96	104	107
Cc1onc(-c2ccccc2Cl)c1C(=O)N[C@@H]1C(=O)N2[C@@H]1SC(C)(C)[C@@H]2C(=O)O
    .	98	104	110	100	101	117	108
O=C(c1ccc(F)c(F)c1Nc1ccc(I)cc1F)N1CC(O)([C@@H]2CCCCN2)C1
    14	-31*	24	-48*	-5.8*	-93*	-1.8*	-11*

Quoted from above for reference:
Screens in order: A549/ATCC	M14	EKVX	HOP-92	UACC-62	SK-MEL-5	SK-MEL-28	UACC-257
Nc1nnc(-c2c[nH]c3ccc(F)cc23)c(-c2c[nH]c3ccc(F)cc23)n1
    92	102	82	135	96	95	101	109
COc1cc(OC)c2c(=O)[nH]c(-c3cc(C)c(OCCO)c(C)c3)nc2c1
    96	87	.	53	84	100	96	83
Cc1nnc(NS(=O)(=O)c2ccc(N)cc2)s1
    100	111	92	.	.	102	114	99
COc1ccc(C2NC(=S)NC(C)=C2C(=O)Nc2ccc(S(N)(=O)=O)cc2)cc1OC (stereo not given)
    112	108	104	128	99	100	112	117
CCCCCCCCO
    100	105	.	107	108	.	112	101
[2H]c1nc(Nc2ncc(F)c(-c3cc(F)c4nc(C)n(C(C)C)c4c3)n2)c([2H])c([2H])c1CN1CCN(CC)CC1
    36	46	55	59	63	27	60	72
CC1CCC(C(C)C)C(OC(=O)c2ccccc2O)C1 (stereo not given)
    111	105	114	100	.	109	116	108
O=C(/C=C/c1ccc(Cl)nc1)c1ccc(Cl)c(Cl)c1
    86	101	99	117	81	99	109	99
CC1(C)OC(=O)C(OCC2CC2)=C1c1ccc(S(C)(=O)=O)cc1
    106	103	95	.	95	.	123	120
NC(=O)CC(N)C(=O)O (stereo not given)
    107	102	122	99	91	92	112	103
CNC(=O)c1cc(Oc2ccc(NC(=O)Nc3cc(C(C)(C)C)nn3-c3ccc4ncccc4c3)c(F)c2)ccn1
    -16*	-71*	-17*	-11*	-52*	-83*	-46*	-24*
CC1(O)CC(c2nc(-c3ccc4ccc(-c5ccccc5)nc4c3)c3c(N)nccn23)C1 (stereo not given)
    33	43	59	-13*	40	15	41	26
CNC(=O)c1cccc2cc(Oc3ccnc4cc(OCC5(N)CC5)c(OC)cc34)ccc12
    57	56	84	65	82	76	87	90

Remaining list, next part.
Screens in order: A549/ATCC	M14	EKVX	HOP-92	UACC-62	SK-MEL-5	SK-MEL-28	UACC-257
O=C(CSc1nc(NC(=O)CN2CCN(c3cc4c(cc3F)c(=O)c(C(=O)O)cn4C3CC3)CC2)cc(=O)[nH]1)Nc1ccccc1
    100	96	88	101	93	99	100	104
CCOC(=O)c1cccc(N)c1
    103	98	97	80	101	100	110	99
OC1(c2ccc(Cl)c(C(F)(F)F)c2)CCN(CCCC(c2ccc(F)cc2)c2ccc(F)cc2)CC1
    -71*	-85*	-9.9*	-87*	-93*	-94*	-94*	-86*
Cc1ccc2c(c1)C(=O)N(c1cccc(S(N)(=O)=O)c1)C2=O
    103	107	99	90	93	101	104	103
CCCNCCC
    100	103	106	100	101	101	107	97
CC(C)Cc1ccc([C@H](C)C(=O)O)cc1
    .	.	.	79	.	.	.	.
CC(=O)[C@H]1CC[C@H]2[C@@H]3C[C@H](C)C4=CC(=O)CC[C@]4(C)[C@H]3[C@@H](O)C[C@]12C
    82	99	.	57	109	90	108	97
CCCOc1ccccc1-c1nc2n[nH]nc2c(=O)[nH]1
    101	105	95	67	97	101	111	109
CC(=O)O[C@]1(C(C)=O)CC[C@H]2[C@@H]3C=C(Cl)C4=CC(=O)[C@@H]5C[C@@H]5[C@]4(C)[C@H]3CC[C@@]21C
    100	108	82	84	87	92	118	109
O=C1NCC2(CCN(CCc3ccccc3)CC2)O1
    101	108	94	82	101	99	117	105

More entries follow.
Screens in order: A549/ATCC	M14	EKVX	HOP-92	UACC-62	SK-MEL-5	SK-MEL-28	UACC-257
CC1=C(C(=O)O)N2C(=O)[C@@H](NC(=O)[C@H](N)c3ccc(O)cc3)[C@H]2SC1
    .	115	120	116	103	94	105	135
O=C(O)CN1C(=O)c2cccc3cccc(c23)C1=O
    95	100	83	.	100	106	109	98
CN1CCN(c2ccc(C(=O)Nc3n[nH]c4ccc(Cc5cc(F)cc(F)c5)cc34)c(NC3CCOCC3)c2)CC1
    -52*	-80*	8.7*	-69*	-78*	-97*	-87*	-85*
CN1CCC(COc2cnc(-c3cccc(Cn4nc(-c5cccc(C#N)c5)ccc4=O)c3)nc2)CC1
    48	39	59	72	95	43	-13*	-27*
O=C(/C=C/c1ccc(Cl)nc1)c1cccs1
    102	99	97	100	91	100	108	97

Bioassay records deposited in PubChem by NCI.
